# p53ts 32C kill – cytotoxicity in p53ts cells at permissive temperature; H1299-p53A138V at 32C, ATP luminescence viability, 24 h; Potency, µM (series often up to 46.1 µM), without a hit: top-dose activity change, negative = cytotoxicity, most hits filed as cytotoxic; 0.93% of 130,000 active; AID 924;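 also: 0% = DMSO and -100% = full killing by reference compound; nearly all actives have a fitted effect of over 55% in size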
#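 Viability by ATPlite luminescence after 24 h compound treatment (up to 46 uM) at the permissive 32C. Cells are H1299 carrying p53 A138V. Scale runs from DMSO basal to 100 uM tamoxifen as full kill; AC50 from Hill fits.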
# IkB sig inh – inhibitors of IkB signaling in ABC-DLBCL cells; ABC-DLBCL IkBa-CBG/CBR dual luciferase ratio, 4 h; response scale: scaled: untreated 0%, proteasome inhibitor 100%; Potency, µM (series often up to 57.1 µM), without a hit: at the top dose IkBa stabilization activation; 0.04% of 110,000 active; active = well fitted curve in the direction sought with a large enough effect in the signal ratio, not every such curve was filed as active; inconclusive = small, poorly fitted or top-dose-only effect, or a change in a side signal; the % refers to the signal ratio;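 also: the direction sought is a rising ratio; 0% = basal untreated cells and 100% = reference inhibitor full response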
#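 In this assay, an IκBα–CBG68 fusion accumulates when IKK-driven degradation is blocked; native CBR normalizes for cell number. OCI-Ly3 cells were treated 4 h with compound and doxycycline, then green and red light read after Chroma-Glo addition.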
# Imprint erasure – genomic imprint erasure induction; AID 1948; mouse ES Peg3-LacZ reporter, beta-gal luminescence, 40 h; 0.02% of 110,000 active; Potency, µM (titrated, usually from 60.7 µM), without a hit: at the highest dose activity change, positive = activation, hits mostly activators;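 also: 0% = negative control wells on the plate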
#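 Gelatin-coated wells received 300 freshly trypsinized female ES cells with a Peg3LacZ-Neo reporter on the maternal allele, then incubated 40 hours at 37C. BetaGlo was added for 5 minutes at room temperature before a single luminescence read.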
# p53ts 39C kill – kills p53ts cells at the nonpermissive temperature; AID 902; 1.5% of 130,000 active; Potency, µM (doses to about 46.1 µM), for the others: at the highest dose activity change, negative = cell killing, actives largely listed as cytotoxic; H1299-p53A138V viability at 39C, ATP luminescence, 24 h; also: nearly all actives have a fitted effect of over 55% in size
# Starred values were filed as active, the others as inactive; ? = inconclusive; . = no result given; [ ] = another dose, or the depositor's remark. Unless noted, calls follow the shape of the dose curve; as a rule, active = well fitted curve in the direction sought with a large enough effect; inconclusive = small, poorly fitted or top-dose-only effect, or another doubt; inactive = no such curve, though single readings can be large; an effect the other way counts as inactive or inconclusive. Unless noted, % is scaled to controls: 0 for no effect and ±100 for the full control effect; potency is read from the fitted curve at half-maximal effect.
No.	Structure	IkB sig inh	Imprint erasure	p53ts 32C kill	p53ts 39C kill
1	CC(CCc1nc2ccccc2s1)(c1ccc(O)cc1)c1ccc(O)cc1	-0.1%[11.4 µM]	-5.8%[10.9 µM]	4.4%[9.22 µM]	-3.4%[9.22 µM]
2	CCC(=O)N1CCc2cc(Br)cc(S(=O)(=O)CCC(=O)N3CCN(c4cccc(C(F)(F)F)c4)CC3)c21	?	-7.0%[10.9 µM]	15.3%	26.1%
3	COc1ccc(CCNC(=O)c2ccc3c(c2)CCN3S(C)(=O)=O)cc1OC	0.1%	6.7%[10.9 µM]	6.9%	4.3%
4	Cc1ccc(S(=O)(=O)C(CNC(=O)C(=O)NCCc2ccccc2)c2ccco2)cc1 (configuration not stated)	0.4%	9.7%[10.9 µM]	-3.0%	7.1%
5	CC(C)CC(C(=O)Nc1ccc2c(c1)OCCO2)N1C(=O)c2ccccc2C1=O (configuration not stated)	1.9%	-0.2%	4.6%	-1.0%
6	CCOC(=O)N1CCN(c2c(N3CCN(c4ccccc4OC)CC3)c(=O)c2=O)CC1	-1.3%	-1.3%	-2.9%	-3.5%
7	CCOCCc1nnc(NC(=O)COC)s1	-0.2%	-1.7%	-1.7%	14.5%
8	CCN(c1ccc(C)cc1C)S(=O)(=O)c1nnc(NC(=O)c2ccc(F)cc2)s1	-0.8%	-10.4%[10.9 µM]	-8.3%	-21.7%

# Going on with the list:
No.	Structure	IkB sig inh	Imprint erasure	p53ts 32C kill	p53ts 39C kill
9	CC1=C(C(=O)OCC2CCCCC2)C(c2ccccc2F)CC(=O)N1 (configuration not stated)	?	-3.6%[10.9 µM]	-4.5%	-14.0%
10	Cc1cc(NC(=O)NCc2ccc3c(c2)CCN3C(=O)c2ccccc2)ccc1Br	1.0%	3.7%[10.9 µM]	0.4%	12.8%
11	CCOc1cc(N2CCOCC2)c(OCC)cc1NC(=O)c1ccc(=O)n(Cc2ccccc2)n1	-1.7%	-2.4%	-0.2%	1.0%
12	CCCc1[nH]nc2c1C(c1cc(OC)ccc1F)C(C#N)=C(N)O2 (configuration not stated)	2.6%	-4.9%	14.7%	-12.3%
13	Brc1cccc(-c2nnco2)c1	1.3%	0.9%	4.7%	0.0%
14	COc1cc(C2C(C#N)=C(N)Oc3c2oc(CO)cc3=O)cc(OC)c1OC (configuration not stated)	-0.2%	-18.3%	-2.0%	-1.3%
15	CC(=O)N1CCc2cc(Br)cc(S(=O)(=O)CCC(=O)NCc3ccc(F)cc3)c21	-1.5%	-13.4%[10.9 µM]	-4.0%	7.7%
16	COc1ccc(NC(=O)c2cc(=O)c3ccccc3o2)cn1	-0.3%	-18.3%	1.9%	-4.6%

# (listing goes on)
No.	Structure	IkB sig inh	Imprint erasure	p53ts 32C kill	p53ts 39C kill
17	O=S(=O)(c1ccccc1)N1CCC2(CCCN(Cc3ccccc3)C2)CC1	2.2%[11.4 µM]	.	-8.3%	-6.2%
18	c1ccc(-c2ccc(-c3ccccn3)nn2)nc1	?	-88.8%[inhibitor]	12.6µM*	10µM*
19	Cc1cccc(O)c1C	-0.7%	-0.6%	-4.7%[1.84 µM]	5.1%
20	Nc1[nH]nc2nc(N3CCOCC3)nc(-c3ccccc3)c12	?	-3.1%	0.4%	-4.3%
21	COCC(=O)Nc1ccc(C)c(Cl)c1	-2.1%	-11.7%	9.4%	16.2%
22	COc1ccc(N=C2SC(C(=O)O)CC(=O)N2C)cc1 (configuration not stated)	-1.2%	-1.9%	-1.4%	5.9%
23	Cc1ccc(S(=O)(=O)N2CCC(C(=O)N[C@H](C(=O)N3CCN(C)CC3)C(C)C)CC2)cc1	4.2%	-15.5%	-5.6%	5.2%
24	Cc1cc(C)n(-c2nnc(SCC(=O)NC3CCCC3)c3ccccc23)n1	.	.	-5.8%	5.3%

# Single records, as listed above.
# `Nc1[nH]nc2nc(N3CCOCC3)nc(-c3ccccc3)c12` is entered as IkB sig inh = ?; Imprint erasure = -3.1%; p53ts 32C kill = 0.4%; p53ts 39C kill = -4.3%
# `Cc1ccc(S(=O)(=O)N2CCC(C(=O)N[C@H](C(=O)N3CCN(C)CC3)C(C)C)CC2)cc1` is entered as IkB sig inh = 4.2%; Imprint erasure = -15.5%; p53ts 32C kill = -5.6%; p53ts 39C kill = 5.2%
# `O=S(=O)(c1ccccc1)N1CCC2(CCCN(Cc3ccccc3)C2)CC1` is entered as IkB sig inh = 2.2%[11.4 µM]; Imprint erasure = .; p53ts 32C kill = -8.3%; p53ts 39C kill = -6.2%

# The list continues.
No.	Structure	IkB sig inh	Imprint erasure	p53ts 32C kill	p53ts 39C kill
25	Cc1ccccc1Cn1nc(C)c(NC(=O)c2cc(CC(C)C)on2)c1C	0.7%	-9.0%[10.9 µM]	6.7%	-8.7%
26	Cc1ccc(C)c(/C(=N\N=C(N)N)C2CC2)c1	-0.2%[11.4 µM]	-13.5%[10.9 µM]	-3.7%[9.22 µM]	3.8%[9.22 µM]
27	CCC(=O)NCCn1c(C)cc2ccccc21	-1.8%	-39.3%[inhibitor]	?	?
28	Cn1c(=O)c2c(nc(N3CCOCC3)n2Cc2ccccc2Cl)n(C)c1=O	0.6%	-4.2%[10.9 µM]	1.1%	5.3%
29	COc1cc(NC(=O)c2ccc(C)c(Cl)c2)ccc1NC(=O)c1cc2ccccc2o1	0.9%	-7.2%[10.9 µM]	-7.3%	-12.1%
30	CCC1CN(C(=O)N2CCC(C(=O)NCc3cc(OC)c(OC)c(OC)c3)CC2)c2ccccc2O1 (configuration not stated)	-0.5%	-10.8%[10.9 µM]	1.3%	?
31	c1nc(NCC2CCCO2)c2[nH]cnc2n1 (configuration not stated)	1.4%	0.3%	-3.5%	3.7%
32	CS(=O)(=O)N(Cc1cc2ccccc2[nH]c1=O)C1CCCCC1	-4.8%	-11.9%	-2.3%	10.7%

# New compounds follow:
No.	Structure	IkB sig inh	Imprint erasure	p53ts 32C kill	p53ts 39C kill
33	O=C(CN1C(=O)CC(c2ccccc2)=Nc2ccccc21)NCc1ccco1	3.0%	-4.1%	-4.9%	5.9%
34	Cc1oc2ncn(C)c(=O)c2c1C(=O)NCc1ccc(Cl)cc1	1.0%	-5.4%[10.9 µM]	10.1%	5.9%
35	Cc1sc2ncn(CC(=O)N3CCN(c4ccc(F)cc4)CC3)c(=O)c2c1S(=O)(=O)N1CCCCC1	0.2%	10.8%[10.9 µM]	8.5%	28.0%
36	CCOc1ccc(OCCN2C(=O)NC3(CCCc4ccccc43)C2=O)cc1 (configuration not stated)	0.4%	-12.4%	-4.5%	-4.5%
37	CCOC(=O)N1CCN(C(=O)CN(c2ccc(C)cc2C)S(=O)(=O)c2ccccc2)CC1	?	-3.7%[10.9 µM]	11.0%	-3.0%
38	COc1cccc(N2CCN(C(=O)C3CCC(CNS(=O)(=O)c4ccc(Br)s4)CC3)CC2)c1 (configuration not stated)	?	-11.1%[10.9 µM]	-0.5%	-23.5%
39	COC(=O)c1cc(-c2c(C)oc3cc(OC(C)C)ccc3c2=O)c(C)o1	1.0%	-11.3%	8.5%	-8.2%
40	COc1ccccc1Cn1c(SCC(=O)C(C)(C)C)nc2ccccc2c1=O	?	-7.6%[10.9 µM]	17.8%	16.7%

# (more compounds)
No.	Structure	IkB sig inh	Imprint erasure	p53ts 32C kill	p53ts 39C kill
41	CCC(C(=O)NC1CCCCC1)n1c(SCc2cccc(F)c2)nc2ccncc21 (configuration not stated)	?	-4.3%[10.9 µM]	-9.5%	-15.7%
42	COc1cc(C(=O)OC2CCN(C)CC2)cc(OC)c1OC	0.4%	-9.0%	2.3%	1.4%
43	CCOc1ccccc1/C=c1\sc2nc(-c3ccco3)nn2c1=O	8.9%	-1.1%	6.2%	6.9%
44	CCCC(=O)Nc1ccc2c(c1)nc(CN1CCN(C(=O)OCC)CC1)n2C(C)C	-1.9%	-33.2%[inhibitor][10.9 µM]	5.4%	-22.0%
45	CCOC(=O)CSc1nc2ccccc2c(=O)n1NC(=O)c1ccccc1	?	-37.9%[inhibitor]	-21.8%	?
46	O=C(c1ccccn1)N(CC1CCCO1)C1(C(=O)NC2CCCCC2)CCCCC1 (configuration not stated)	0.8%	-25.0%	2.9%	-7.4%
47	COc1ccc(CCNC(=O)c2c(O)c3c([nH]c2=O)CCCC3)cc1	0.4%	3.2%	-5.9%	-0.5%
48	CC[C@H](C)C(=O)O[C@@H]1C[C@H](C)C=C2C=C[C@H](C)[C@@H](CC[C@H]3C[C@@H](O)CC(=O)O3)[C@H]21	0.3%[25.6 µM]	-18.6%[16.8 µM]	-7.2%[20.6 µM]	-14.1%[20.6 µM]

# (more compounds)
No.	Structure	IkB sig inh	Imprint erasure	p53ts 32C kill	p53ts 39C kill
49	O=C(c1ccc2c(=O)n(-c3ccccc3)c(=O)[nH]c2c1)N1CCN(c2ccc(F)cc2)CC1	0.4%	-16.4%	0.5%	-8.9%
50	COc1ccc(N(C(=O)c2ccco2)S(=O)(=O)c2cc(OC)ccc2OC)cc1	0.3%	-4.8%	-6.0%	-3.6%
51	CCOC(=O)c1sc(NC(=O)c2cncc(Br)c2)nc1C	.	.	-2.2%	-5.6%
52	CCOC(=O)c1cccc(NC(=O)c2cnc3sc(N4CCOCC4)nn3c2=O)c1	?	-8.0%[10.9 µM]	-4.4%	-10.3%
53	CCOc1ccc(C2CC(=O)c3c([nH]c(C(=O)OCCOc4ccccc4)c3C)C2)cc1 (configuration not stated)	-3.5%	-22.4%[10.9 µM]	?	?
54	COc1ccccc1N1CCN(c2ncnc3c2cnn3C)CC1	?	10.0%[10.9 µM]	12.9%	-12.2%
55	Cc1ccc(-c2nc(C)c(CCNC(=O)C(=O)Nc3cc(C)ccc3C)s2)cc1	-2.1%	10.1%[10.9 µM]	-1.0%	?
56	CCCCCC(=O)N1CCN(CCN=CC2=C(O)CC(c3ccco3)CC2=O)CC1 (configuration not stated)	0.0%	-16.5%	-7.4%	-1.5%

# Additional structures:
No.	Structure	IkB sig inh	Imprint erasure	p53ts 32C kill	p53ts 39C kill
57	COC(=O)c1nc(NC2=NCCCCC2)n[nH]1	0.3%	?	-1.1%	12.5%
58	Cc1cccc(C)c1Nc1c(-c2cccs2)nc2ncccn12	2.1%	4.5%[10.9 µM]	-2.8%	-9.5%
59	O=C(O)CSC1CC(=O)N(c2ccc(Cl)cc2)C1=O (configuration not stated)	6.9%	-2.8%	5.1%	7.9%
60	CCOc1ccc(NC(=O)CSc2nc3c(oc4ccccc43)c(=O)n2CCOC)cc1	-2.6%	18.8%[10.9 µM]	7.7%	?
61	COc1cccc(/C=C/C(=O)Nc2ccc3nc(N4CCN(C)CC4)cc(C)c3c2)c1OC	?	1.6%[10.9 µM]	?	12.6µM*
62	Cc1oc(-c2ccccc2F)nc1CS(=O)(=O)CC(=O)NCCCN(C)C1CCCCC1	-0.5%	-29.9%	-4.7%	-9.5%
63	Cc1ccc2occ(CC(=O)Nc3c(C)cccc3C)c2c1	-0.7%	-9.9%[10.9 µM]	2.4%	-18.4%
64	CC(NC(=O)c1cc2sccc2n1C)c1ccc2c(c1)OCCO2 (configuration not stated)	.	.	-26.6%	-13.6%
65	O=C1c2nc3ccccn3c2C(=O)N1Cc1ccccc1	?	-4.6%	-1.8%	-3.7%
66	CC(=O)C1=C(C)NC(=O)NC1c1cccc(O)c1 (configuration not stated)	-3.9%	-7.4%	2.1%	2.9%

# Reformatted with values under each structure: part of the list above.
# Every second line gives: IkB sig inh	Imprint erasure	p53ts 32C kill	p53ts 39C kill
(59) O=C(O)CSC1CC(=O)N(c2ccc(Cl)cc2)C1=O (configuration not stated)
 : 6.9%	-2.8%	5.1%	7.9%
(60) CCOc1ccc(NC(=O)CSc2nc3c(oc4ccccc43)c(=O)n2CCOC)cc1
 : -2.6%	18.8%[10.9 µM]	7.7%	?
(61) COc1cccc(/C=C/C(=O)Nc2ccc3nc(N4CCN(C)CC4)cc(C)c3c2)c1OC
 : ?	1.6%[10.9 µM]	?	12.6µM*
(62) Cc1oc(-c2ccccc2F)nc1CS(=O)(=O)CC(=O)NCCCN(C)C1CCCCC1
 : -0.5%	-29.9%	-4.7%	-9.5%
(63) Cc1ccc2occ(CC(=O)Nc3c(C)cccc3C)c2c1
 : -0.7%	-9.9%[10.9 µM]	2.4%	-18.4%
(64) CC(NC(=O)c1cc2sccc2n1C)c1ccc2c(c1)OCCO2 (configuration not stated)
 : .	.	-26.6%	-13.6%
(65) O=C1c2nc3ccccn3c2C(=O)N1Cc1ccccc1
 : ?	-4.6%	-1.8%	-3.7%
